FN deposit inh: inhibitors of fibronectin matrix deposition, primary screen, AH1F cells, Alexa488-fibronectin fluorescence, plate reader. AID 743247, 2014. AH1F fibroblasts, overnight. inhibition, % at 12.6 µM. hit rate 0.086% among 350,000;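 active means mean inhibition across replicates of 30% or more, regardless of how many single replicates reach that level; inconclusive means mean under 30% yet at least half of replicates reach 30%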;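 further: positive control wells lacked labelled fibronectin entirely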
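test system = AH1F fibroblasts assembling fluorescent fibronectin matrix | quantity = 10000 AH1F cells per well | buffer or medium = DMEM plus 2% serum, read in PBS | doses = single dose, pinned | incubation = 1 h cell attachment, overnight exposure to compound and label | detection = fluorescence at 485 nm excitation, 525 nm emission | read-out basis = inhibition from reduced deposited-fibronectin fluorescence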
PGC1a acetyl inh: inhibitors of PGC1a acetylation signal, primary screen, cell-based, U2OS, AlphaScreen, inhibitor mode; AlphaScreen anti-acetyl-lysine; with virally co-expressed GCN5 acetyltransferase; inhibition, % at 15.6 µM; hit rate 0.17% among 350,000; AID 651687, 2012;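 active means every replicate shows inhibition of at least 40%; inconclusive means mean inhibition at least 40% but some replicate below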;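 further: 0% = neutral control wells and 100% = positive control wells; some results beyond the cut were filed as inactive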
S100A4 MyoIIA: inhibitors of S100A4-myosin IIA peptide binding, primary screen, biochemical, fluorescence polarization, TAMRA-MyoIIA peptide; Protein S100-A4 (Homo sapiens), P26447; inhibition, % at 10.7 µM; hit rate 0.14% among 360,000; AID 652163, 2013;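 active means mean inhibition of at least 70% across replicates, with every replicate also reaching that level; inconclusive means mean inhibition reaches 70% but some replicates fall short; inactive means mean inhibition below 70%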
Target sequence (P26447 whole entry, looked up): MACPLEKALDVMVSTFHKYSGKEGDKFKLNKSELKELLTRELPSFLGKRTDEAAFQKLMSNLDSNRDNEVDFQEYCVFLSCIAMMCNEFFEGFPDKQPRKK
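incubation = readout 5 min after mixing, signal stable up to 60 min | system = S100A4 monomer protein | buffer or medium = HEPES pH 7.2 with CaCl2, KCl, NaCl, DTT, Triton | benchmarks = neutral control DMSO, positive control TFP | also added = fluorescent myosin IIA peptide, 5 nM | compound dosing = one concentration per compound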
EWS-Fli inh: EWS/Fli-driven NR0B1 reporter inhibitors, primary screen, A673 cells, NR0B1 luciferase, luminescence, MLPCN library | hit rate 0.67% among 350,000 | AID 651661, 2012 | viability-normalised | inhibition, % at 12.6 µM;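 active means mean inhibition of at least 50% after viability correction, with every replicate also passing that limit; inconclusive means mean reaches 50% but only one of two replicates passes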;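 further: firefly luciferase signal divided by Alamar Blue viability fluorescence both relative to DMSO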
PglD DTNB: C. jejuni PglD acetyltransferase inhibitors, primary screen, biochemical, DTNB colorimetric, single point. AID 602405, 2012. purified PglD enzyme, DTNB colorimetric CoA detection. hit rate 0.098% among 360,000. inhibition, % at 12.5 µM; in the data active means inhibition above about 16%, passing the limit was not always enough; inconclusive means no clear call, values can overlap the other calls; further: strong numbers were not always called active
ERAP1 HTS inh: human ERAP1 aminopeptidase inhibitors, primary screen, biochemical, single point, plate reader; Endoplasmic reticulum aminopeptidase 1 (Homo sapiens), Q9NZ08; recombinant ERAP1, Leu-AMC fluorescence, 60 min; inhibition, % at 10.7 µM; hit rate 0.15% among 340,000;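 active means mean replicate inhibition of at least 30%, or all replicates individually reaching that 30% level; inactive means mean below 30% and not every replicate reaching it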;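 further: 0% = neutral control wells and 100% = L-leucinethiol positive control wells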
Target sequence (Q9NZ08 whole entry, looked up): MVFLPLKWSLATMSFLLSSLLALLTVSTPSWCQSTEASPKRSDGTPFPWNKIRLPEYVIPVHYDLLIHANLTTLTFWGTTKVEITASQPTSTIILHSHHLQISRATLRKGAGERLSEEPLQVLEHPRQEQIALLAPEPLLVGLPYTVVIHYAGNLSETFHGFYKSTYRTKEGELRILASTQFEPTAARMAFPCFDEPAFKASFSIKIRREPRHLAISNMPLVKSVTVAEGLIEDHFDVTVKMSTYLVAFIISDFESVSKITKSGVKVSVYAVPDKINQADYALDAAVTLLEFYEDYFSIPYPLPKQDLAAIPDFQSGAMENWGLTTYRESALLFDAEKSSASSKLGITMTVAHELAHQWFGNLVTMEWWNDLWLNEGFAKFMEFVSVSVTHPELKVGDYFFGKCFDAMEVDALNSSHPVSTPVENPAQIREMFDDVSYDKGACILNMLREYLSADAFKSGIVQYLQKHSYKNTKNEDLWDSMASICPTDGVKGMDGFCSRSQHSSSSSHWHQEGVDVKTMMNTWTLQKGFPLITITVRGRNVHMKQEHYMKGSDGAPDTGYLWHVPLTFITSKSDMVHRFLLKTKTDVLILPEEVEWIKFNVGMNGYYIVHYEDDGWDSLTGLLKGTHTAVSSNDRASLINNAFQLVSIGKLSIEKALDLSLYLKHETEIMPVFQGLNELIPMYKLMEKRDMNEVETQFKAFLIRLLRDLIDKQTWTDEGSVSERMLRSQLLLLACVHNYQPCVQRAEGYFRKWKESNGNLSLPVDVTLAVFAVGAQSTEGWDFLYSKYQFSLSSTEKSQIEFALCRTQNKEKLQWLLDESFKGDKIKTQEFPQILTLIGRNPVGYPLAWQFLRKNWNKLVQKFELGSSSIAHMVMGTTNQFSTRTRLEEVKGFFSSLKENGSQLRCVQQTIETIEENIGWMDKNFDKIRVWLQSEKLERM
PAX8 inh HTS: inhibitors of PAX8-driven TPO luciferase reporter, primary screen, RMG-I cells, single concentration. SteadyGlo, 24 h. inhibition, % at 12.6 µM. hit rate 1.2% among 360,000. AID 652154, 2013;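 active means mean replicate inhibition at least 60% with every replicate also reaching 60%; inconclusive means only one of the two criteria is met; inactive means mean below 60% and not all replicates reaching 60%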;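 further: luciferase light reporting Pax8 driven TPO promoter activity; plate controls were median of neutral control wells for no effect and mitoxantrone controls for full effect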
LGR2 antag: inhibitors of bursicon-induced LGR2 CRE-luciferase signal, primary screen, cell-based, HEK293, CRE-luciferase reporter, bursicon stimulation; Drosophila bursicon receptor LGR2 (rickets); hit rate 0.35% among 380,000; bursicon-stimulated, 4 h; inhibition, % at 9.99 µM;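 active means drop in luminescence signal, shown as inhibition above about 50% in the replicate tests, limit read from the data, passing the limit was not always enough; inconclusive means probably only some replicates passing the limit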;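 further: agonist challenge used bursicon conditioned medium at about half maximal strength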
The depositor's hits bear a star; ? = inconclusive; . = no result given; & = joins results of further samples.

| canonical_smiles | FN deposit inh | PGC1a acetyl inh | S100A4 MyoIIA | EWS-Fli inh | PglD DTNB | ERAP1 HTS inh | PAX8 inh HTS | LGR2 antag |
| --- | --- | --- | --- | --- | --- | --- | --- | --- |
| CN(C)CCCNc1ncnc2c1cnn2Cc1ccccc1Cl | -1 | 2 | -5 | 1 | -3 | 0 | -9 | 6 |
| COc1ccc(NS(=O)(=O)c2ccc(C)c(C(=O)OC(C)C(=O)N3CCOCC3)c2)cc1 (stereo unspecified) | 4 | . | -1 | 0 | -4 | 1 | -2 | 3 |
| C[C@@H]1CN([C@H](C)CO)C(=O)Cc2cc(NS(=O)(=O)c3cn(C)cn3)ccc2O[C@@H]1CN(C)C(=O)NC1CCCCC1 | -11 | 2 | . | 2 | -2 | . | 18 | -1 |
| Cc1cccc(NC(=O)c2ccc(NC(=O)c3ccccc3Br)cc2)c1 | -7 | -16 | 0 | -39 | -1 | 2 | 6 | -7 |
| Cc1ccc(F)cc1NC(=O)C1C2CCC(O2)C1C(=O)O (stereo unspecified) | 6 | 14 | 0 | -5 | 1 | 7 | -9 | -11 |
| O=c1oc(CCCO)cc2ccc(C#Cc3ccsc3)cc12 | 0 | -11 | 5 | -95 | -6 | -2 | -10 | -60 |
| C[C@H]1CN([C@@H](C)CO)C(=O)c2cc(C3=CCCCC3)cnc2O[C@H]1CN(C)C(=O)c1ccc2c(c1)OCO2 | -2 | 0 | -13 | -3 | -1 | -2 | -3 | -5 |
| C[C@@H]1CN([C@H](C)CO)C(=O)c2cccc(NC(=O)C3CCCCC3)c2O[C@H]1CN(C)Cc1ccc(C(=O)Nc2ccccc2N)cc1 | -11 | -4 | -9 | -3 | -2 | -1 | 20 | 8 |
| COc1ccc2c3c([nH]c2c1)[C@H](CO)N(C(C)=O)CC31CN(Cc2ccccc2Cl)C1 | -10 | -5 | -9 | 4 | . | -1 | 3 | -4 |
| O=C(OCC(=O)N(CCc1ccccc1)Cc1ccccc1)c1cc(S(=O)(=O)N2CCOCC2)ccc1F | -2 | . | 4 | 1 | -2 | 2 | -9 | 11 |
| Cc1ccc(S(=O)(=O)N2CCC(C(=O)NC3CC3)CC2)cc1 | 0 | . | -6 | -5 | 4 | -2 | 6 | -17 |
| CCc1ccc(NC(=S)N2CCN(c3cccc(OC)c3)CC2)cc1 | 3 | . | -6 | -11 | . | 0 | -18 | -5 |
| COc1ccc(CCN2CC(C(=O)N(C)CC(=O)Nc3ccc(F)c(F)c3F)CC2=O)cc1OC (stereo unspecified) | -1 | . | -1 | 3 | -3 | 0 | 6 | 1 |
| O=C(NC(=O)N1CCCC1)c1csnn1 | 2 | . | 2 | 10 | . | 3 | 0 | 3 |
| N#Cc1ccc(-c2ccc([C@H]3[C@H](CO)N4C(=O)CN(C(=O)C5CC5)C[C@@H]34)cc2)cc1 | . | -5 | ? | 16 | . | 38* | -23 | 13 |
| COc1ccc(NC(=O)c2ccc(-c3ccccc3)cc2)cc1S(=O)(=O)N1CCOCC1 | . | 0 | -2 | 11 | . | 2 | 41 | 15 |
| COCCN(C(=S)Nc1ccc(OC)c(Cl)c1)C1CCN(C(C)=O)CC1 | 2 | 1 | -8 | 0 | -1 | 1 | -5 | . |
| Cn1c(CNC(=O)OC(C)(C)C)n[nH]c1=S | -2 | 4 | -3 | -5 | -4 | 3 | -3 | 1 |
| CCOC(=O)[C@]12CCC=C1N(CCC1=CCCCC1)C(=O)[C@H](CC(=O)NCc1ccc(OC)c(OC)c1)C2 | . | . | -7 | 3 | . | . | 0 | 4 |
| O=C(NC1Cc2ccccc2C1)[C@@H]1N[C@@H]2c3ccc(C4=CCCCC4)c(=O)n3C[C@@H]2[C@H]1CO | . | -3 | -12 | 4 | -1 | 2 | 10 | 14 |
| CC(C)CNC(=S)N(CCCO)Cc1cc2cc3c(cc2[nH]c1=O)OCCO3 | 1 | . | 0 | -4 | 7 | 0 | 5 | 18 |
| COc1ccc(C)cc1NC(=O)N1CCC(CO)(CC2CCCCO2)CC1 (stereo unspecified) | -2 | -1 | 9 | 8 | . | 1 | -8 | 1 |
| Cc1ccc(CNC(=O)C2CCN(S(=O)(=O)c3ccc4c(c3)OCCCO4)CC2)cc1 | -2 | -5 | . | . | 0 | . | 9 | 0 |
| Cn1c(=O)c2c(nc(SCCN3CCCCC3)n2C)n(C)c1=O | -2 | 7 | -8 | . | 3 | 10 | 6 | -1 |
| CCC(C)Nc1nc(N)c([N+](=O)[O-])c(NC2CCCCC2)n1 (stereo unspecified) | 5 | . | -3 | -2 | -3 | -2 | 5 | -20 |
| Cc1ccn(CCC(=O)N2CCCC(N3CCN(c4ccccc4C)CC3)C2)n1 (stereo unspecified) | -1 | 22 | 15 | 1 | -1 | -2 | -6 | 4 |
| COc1ccc(N2CCN(S(=O)(=O)c3cc4c(cc3C)N(C(C)=O)CCO4)CC2)cc1 | 3 | -8 | 5 | 8 | 4 | 2 | 2 | -7 |
| C[C@@H]1CN([C@H](C)CO)C(=O)c2cccc(NS(=O)(=O)c3ccc(F)cc3)c2O[C@@H]1CN(C)Cc1ccncc1 | . | 9 | -21 | 3 | 1 | 0 | -6 | 2 |
| CN1C(=O)c2cc(NC(=O)c3ccccc3Cl)ccc2OC[C@H]2O[C@H](CC(=O)NCC(F)(F)F)CC[C@H]21 | . | . | -1 | -5 | 5 | -2 | -13 | . |
| Cc1ccccc1-c1nc2cc(Cl)ccc2c(=O)o1 | 6 | . | -5 | 21 | . | 0 | 21 | 14 |
| C[C@H]1CN([C@@H](C)CO)C(=O)c2cc(NC(=O)C3CCCCC3)ccc2O[C@@H]1CN(C)C(=O)Nc1ccc(C(F)(F)F)cc1 | 5 | 0 | -2 | 1 | -2 | 0 | -1 | -4 |
| Cc1ccc(C2Nc3cccc4cccc(c34)N2)cc1 | -5 | -6 | -1 | 4 | 0 | 1 | 3 | 7 |
| CN(C)CC/C=C1/c2cc(F)ccc2Sc2ccc(Cl)cc21 | -1 | -11 | -1 | 7 | -6 | 4 | 9 | 7 |
| CCOC(=O)C1CCN(CC(O)COC(CC)c2ccccc2)CC1 (stereo unspecified) | 1 | -2 | -6 | 3 | -5 | 1 | -43 | -5 |
| CO[C@H]1CN(C)C(=O)c2ccc(NC(=O)C3CC3)cc2OC[C@@H](C)NC[C@@H]1C | -8 | 25 | 25 | -2 | 0 | -1 | 1 | -10 |
| Cc1noc(C)c1S(=O)(=O)Nc1ccc2c(c1)CC(=O)N([C@@H](C)CO)C[C@H](C)[C@H](CN(C)Cc1ccc(C(=O)O)cc1)O2 | . | 6 | -17 | -3 | -3 | -1 | -6 | 2 |
| CC(Sc1ccccc1)C(=O)N(CCC#N)Cc1cccnc1 (stereo unspecified) | . | . | 5 | -2 | . | 4 | -4 | -4 |
| COc1cc(/C=C(\C#N)c2nc3ccccc3n2C)cc(OC)c1O | 0 | -11 | 5 | -18 | . | 5 | 7 | 4 |
| CC(=O)N(C)C[C@@H]1Oc2cc(-c3ccncc3)ccc2S(=O)(=O)N([C@H](C)CO)C[C@@H]1C | 4 | -3 | -65 | 2 | -2 | 3 | . | 15 |
| CCN(CC(=O)Nc1c(F)cccc1F)C(=O)c1ccc(-c2ccccc2)cc1 | 4 | . | 7 | -11 | . | 2 | -3 | -11 |
| CCS(=O)(=O)N1CC2(C1)[C@@H](c1ccccc1)[C@@H](CO)N2CCC(F)(F)F | . | -3 | -6 | 0 | . | 0 | -10 | -5 |
| Cc1ccc2nc(-c3cccc(SC4CCCCC4)c3)c(NC3CCCCC3)n2c1 | -5&-8 | -3 | -12&-7 | 24&17 | 4 | 1&0 | -10&-3 | -8 |
| COc1ccc(CCN2CC(C(=O)NCC3(O)CCCCC3)CCC2=O)cc1 (stereo unspecified) | 0 | . | -7 | . | 1 | 1 | . | -14 |
| CC12CCC(c3c(C(=O)O)nn(-c4ccccc4)c31)C2(C)C (stereo unspecified) | . | . | -3 | 11 | . | 0 | . | 0 |
| C[C@H]1CN([C@@H](C)CO)C(=O)c2cc(N(C)C)ccc2O[C@H]1CN(C)C(=O)Nc1ccc(F)cc1 | . | -5 | 0 | -6 | -4 | 1 | -4 | 2 |
| CCC(C(=O)OCC(=O)Nc1ccc(OC)cc1OC)c1ccccc1 (stereo unspecified) | -3 | . | 1 | 1 | . | 2 | 6 | . |
| O=C(N=C1SC2CS(=O)(=O)CC2N1c1cccc(Cl)c1)C1CCCO1 (stereo unspecified) | 0 | 4 | 5 | . | -4 | -2 | -8 | -8 |
| Cc1ccc(C(=O)N/C(=C\c2ccco2)C(=O)NCCN2CCOCC2)cc1C | 12 | 7 | -3 | . | 0 | 0 | 0 | 6 |
| Cn1c(N)c(C(=O)Nc2ccccc2)c(=O)[nH]c1=O | 3 | . | -2 | -30 | . | -3 | -9 | -18 |
| COc1ccccc1C1C(C(N)=O)=C(C)Nc2nc(-c3ccccc3Cl)nn21 (stereo unspecified) | -3 | 7 | -2 | 2 | 4 | . | -26 | -14 |

(continued)
| canonical_smiles | FN deposit inh | PGC1a acetyl inh | S100A4 MyoIIA | EWS-Fli inh | PglD DTNB | ERAP1 HTS inh | PAX8 inh HTS | LGR2 antag |
| --- | --- | --- | --- | --- | --- | --- | --- | --- |
| Cc1ccc(S(=O)(=O)N(C)C[C@H]2OCc3cnnn3CCCC(=O)N([C@H](C)CO)C[C@H]2C)cc1 | -10&-3 | 11&2&1 | 0&24&3 | 6&7&-3 | -6&-1&-1 | 0&2&3 | ? | 6&2 |
| Cc1cc([N+](=O)[O-])nn1CC(=O)Nc1cccc2nonc12 | -1 | 5 | -13 | 3 | 1 | -3 | 9 | 14 |
| Cc1cccc(NC(=O)Nc2cc(C)on2)c1 | -2 | -16 | . | . | 2 | . | -65 | . |
| COc1cccc(NC(=S)Nc2cc(C(=O)O)ccc2N2CC3CC(C2)c2cccc(=O)n2C3)c1 (stereo unspecified) | 5 | 5 | -3 | -18 | . | -2 | -5 | -27 |
| O=C(Nc1ccccc1F)N1[C@H](CO)[C@H]2c3ccccc3NC[C@H]21 | . | 23 | -19 | -3 | -1 | 1 | -4 | -3 |
| Cc1ccccc1-c1cnc2c(c1)C(=O)N([C@@H](C)CO)C[C@H](C)[C@H](CN(C)Cc1cccnc1)O2 | . | 11 | 9 | -4 | -2 | 0 | . | 5 |
| O=C(C1CCCC1)N1[C@H](CO)[C@H]2c3ccccc3N(S(=O)(=O)c3ccccc3)C[C@H]21 | -1 | -12 | 36 | -1 | 0 | -4 | 36 | 0 |
| O=C(NC(=S)Nc1ccccn1)c1ccccc1 | 2 | . | -8 | -7 | -1 | 0 | -145 | -38 |
| CC(C)NC(=O)N(C)C[C@@H]1Oc2ccc(NC(=O)Cn3cnnn3)cc2CC(=O)N([C@@H](C)CO)C[C@H]1C | . | 4 | 1 | 1 | 1 | -1 | 9 | 0 |
| COc1ccc(NC(=O)N(C)C[C@@H]2Oc3ncc(C#C[C@H](C)O)cc3C(=O)N([C@@H](C)CO)C[C@H]2C)cc1 | . | 6 | -10 | -14 | 3 | -1 | . | -2 |
